Screening results as filed in PubChem.
mABHD4 FP – inhibitors of mouse ABHD4 | Q8VD66 | purified mABHD4, FP-Rh probe fluorescence polarization | inhibition, % at 8.92 µM | 370,000 tested, 0.54% active | AID 720543;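 active = inhibition exceeding the mean over every tested compound plus 3 SD, cut at about 30% in these data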;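 note: 0% = plate median of compound wells and 100% = S159A mutant with DMSO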
Target sequence (Q8VD66 whole entry, looked up): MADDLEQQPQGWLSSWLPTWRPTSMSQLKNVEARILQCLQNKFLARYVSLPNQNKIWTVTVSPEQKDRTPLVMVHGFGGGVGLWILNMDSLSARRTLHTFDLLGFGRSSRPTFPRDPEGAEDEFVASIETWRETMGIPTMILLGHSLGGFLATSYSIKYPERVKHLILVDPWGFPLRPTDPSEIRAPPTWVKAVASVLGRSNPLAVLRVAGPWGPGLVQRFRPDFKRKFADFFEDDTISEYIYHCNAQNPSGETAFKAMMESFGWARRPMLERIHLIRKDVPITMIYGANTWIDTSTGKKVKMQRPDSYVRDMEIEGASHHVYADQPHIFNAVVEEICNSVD
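Assay system: mABHD4 protein; medium: HEPES pH 7.0, NaCl, Pluronic buffer; dosing: 8.92 µM, single dose; schedule: 45 min + 60 min at 25 °C; signal: FP readout, ex 525 nm / em 598 nm; read-out: normalized percent inhibition of probe labeling; repeats: single replicate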
NPR1 activator – GC-A (human) enzyme activation; P16066; HEK293 GC-A cells, cGMP TR-FRET, EC30 ANP; 0% at EC30 ANP, 100% saturating ANP; activation, % at 10 µM; 370,000 tested, 0.14% active; AID 1671463; in the data active = activation above about 40%
TCR-CD3 inh – human TCR-CD3 binding inhibition | 360,000 tested, 0.37% active | AID 651800 | TAMRA-labeled TCR probe fluorescence, biochemical | inhibition, % at 9.4 µM; in the data active = inhibition above about 19%;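 note: recombinant mutant TCR 2C K166C tagged with TAMRA read by polarization; 0% = receptor in buffer alone and 100% = receptor with positive control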
UHRF1 binding – UHRF1 methyl-DNA binding inhibition; Q96T88; UHRF1 binding to methylated oligo, TR-FRET; inhibition, % at 4.4 µM; 370,000 tested, 0.75% active; AID 687016; in the data active = inhibition above about 21%;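 note: UHRF1 SRA domain binding a hemimethylated CpG hairpin DNA probe; 0% = median of test compound wells and 100% = reference inhibitor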
rCAG RNA binder – binds r(CAG) RNA repeats | inhibition, % at 3 µM | 370,000 tested, 1.3% active | r(CAG) RNA repeat, TO-PRO-1 dye displacement fluorescence;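 active = inhibition above the plate cutoff, the mean of all test compounds on that plate plus 3 SD, cut at about 35% in these data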;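 note: 0% = DMSO alone and 100% = 100 µM mitoxantrone as full dye displacement; higher means more dye released from RNA so lower well fluorescence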
PRMT1 inh – PRMT1 (human) inhibition, primary screen | 370,000 tested, 1.3% active | AID 652257 | recombinant PRMT1, activity-based probe fluorescence polarization | inhibition, % at 2.79 µM | Q99873;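 active = inhibition above about 21% made by adding two undisclosed values, limit read from the data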
HTRA1 inh – blocks human HTRA1 serine peptidase | AID 504803 | 340,000 tested, 0.5% active | recombinant HTRA1, FP-rhodamine activity-based probe, fluorescence polarization | Q92743 | inhibition, % at 5.96 µM; in the data active = inhibition above about 36%;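 note: 0% = enzyme with DMSO and 100% = wells lacking enzyme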
GC-B act – GC-B (human) receptor activation | HEK293-GC-B cells, CNP EC30, cGMP TR-FRET; 0% at EC30 CNP, 100% saturating CNP | activation, % at 10 µM | 370,000 tested, 0.11% active;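 active = activation at 10 µM reaching about 35% in either raw or pattern-adjusted values, limit read from the data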
MBD2 DNA inh – MBD2-methylated oligo binding inhibition | inhibition, % at 4.4 µM | 370,000 tested, 0.31% active | Q9UBB5 | AID 686964 | TR-FRET, MBD2 binding to methylated oligonucleotide; in the data active = inhibition above about 13%
SIAE primary – blocks human sialic acid acetylesterase; AID 1053197; 370,000 tested, 0.69% active; SIAE FP-Rh probe binding, fluorescence polarization; inhibition, % at 9.66 µM; Q9HAT2;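 active = inhibition above a cutoff: mean of compounds within the control limits plus 3 SD of those, cut at about 17% in these data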;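 note: 0% = plate median of compound wells and 100% = probe without SIAE protein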
Target sequence (Q9HAT2 whole entry, looked up): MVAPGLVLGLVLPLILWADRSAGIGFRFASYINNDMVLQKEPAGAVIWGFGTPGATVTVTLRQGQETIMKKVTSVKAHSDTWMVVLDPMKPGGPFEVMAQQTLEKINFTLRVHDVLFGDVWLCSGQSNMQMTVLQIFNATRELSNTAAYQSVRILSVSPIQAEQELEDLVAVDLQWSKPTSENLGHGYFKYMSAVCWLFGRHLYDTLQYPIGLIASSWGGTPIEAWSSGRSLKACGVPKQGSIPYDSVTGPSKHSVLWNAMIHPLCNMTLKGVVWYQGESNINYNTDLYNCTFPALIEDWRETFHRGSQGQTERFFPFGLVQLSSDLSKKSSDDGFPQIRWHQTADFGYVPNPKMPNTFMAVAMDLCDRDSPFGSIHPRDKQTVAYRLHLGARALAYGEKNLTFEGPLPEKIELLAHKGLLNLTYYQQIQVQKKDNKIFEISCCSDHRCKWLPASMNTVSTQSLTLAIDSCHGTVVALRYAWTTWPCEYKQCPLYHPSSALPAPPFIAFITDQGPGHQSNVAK
An asterisk follows results filed as active; / = no result given.

SMILES | mABHD4 FP | NPR1 activator | TCR-CD3 inh | UHRF1 binding | rCAG RNA binder | PRMT1 inh | HTRA1 inh | GC-B act | MBD2 DNA inh | SIAE primary
CC1(C)NC(=O)N(CCCCOc2cccc(C(F)(F)F)c2)C1=O | 0 | 0 | -6 | 0 | -8 | 1 | 1 | 1 | 0 | 5
O=S(=O)(Nc1cccc2ncccc12)c1cccc(C(F)(F)F)c1 | -42 | 0 | 20* | -4 | 8 | 1 | -4 | 2 | -10 | 1
COc1ccc(CN2CCCCCC2)cc1OC | 8 | 1 | -1 | -3 | 1 | 2 | / | 6 | -1 | -7
COC(=O)c1ccc(NC(C)=O)o1 | -7 | 1 | -10 | 3 | 2 | 4 | -3 | 9 | 3 | -6
O=C(/C=C/c1cccs1)N1CCC2(CC1)Oc1ccc(F)cc1C(=O)C21CC(c2ccc(Cl)cc2)=NO1 (stereo unspecified) | 1 | -2 | -1 | 2 | 6 | -2 | -10 | 6 | 4 | -3
CC1CCCN(Cc2nc3c(c(=O)n(C)c(=O)n3C)n2Cc2c(F)cccc2Cl)C1 (stereo unspecified) | 1 | -5 | 1 | 2 | 1 | 0 | -4 | 0 | -7 | -4
Cc1cc(C)n2nc(SCC#N)nc2n1 | 2 | 2 | 4 | 0 | 0 | -4 | 1 | -2 | -2 | 5
O=C(/C=C/c1cccc(Cl)c1)Nc1ccncc1 | -7 | 5 | -6 | 0 | -2 | 7 | -12 | -1 | 4 | -7
Cc1cc(=O)oc2ccc(OCC(=O)N3CCc4ccccc43)cc12 | -3 | -1 | 9 | -1 | 3 | 0 | -1 | 5 | -2 | 8
CCN1C(=O)[C@H]2[C@H]3CN=C(SCc4ccc(C#N)cc4)N3[C@@](Cc3ccccc3)(C(=O)OC)[C@H]2C1=O | 2 | 1 | -3 | -2 | 2 | -5 | -2 | 2 | -4 | -3
CC1CC(CC(=O)NC(=S)Nc2ccccc2Cl)C(=O)O1 (stereo unspecified) | -1 | 3 | 1 | 0 | 0 | 1 | 5 | -4 | 1 | 13
CSc1nnnn1-c1ccc(C(=O)O)cc1 | -6 | 2 | 1 | 2 | 4 | 1 | -2 | -1 | -4 | 12
CSCC[C@H](NC(=O)C1CCN(C(=O)[C@@H](N)Cc2ccccc2)CC1)C(=O)O | -1 | 2 | 9 | -1 | -2 | 3 | 1 | -1 | -2 | -12
COc1ccc(NC(=O)/C(=C/c2ccc(OC(C)=O)c(OC)c2)NC(C)=O)cc1 | 5 | 1 | 3 | 1 | -3 | -1 | 4 | 0 | -1 | 10
CCNc1nc(N)nc(Oc2ccc(C(=O)OC)cc2)n1 | 4 | 0 | 8 | 1 | 0 | 1 | 3 | 9 | 0 | -2
Cc1ccc(-c2nnn(CC(=O)N(CCN3CCOCC3)C(C(=O)NC(C)(C)C)c3ccco3)n2)cc1 (stereo unspecified) | -5 | -1 | 0 | 5 | -8 | 1 | 0 | -2 | 2 | 0
CC(=O)N(C)c1ccc(NC(=O)Cc2cccc3ccccc23)cc1 | 0 | -4 | 4 | -1 | -1 | -4 | -3 | 0 | -1 | -3
COCCn1c(SCCN2CCCCC2)nc2ccccc2c1=O | 12 | 3 | -6 | 3 | -6 | 3 | -1 | -3 | 5 | 1
O=S(=O)(c1cccs1)N1CCN(CC(O)COC2CCCc3ccccc32)CC1 (stereo unspecified) | 3 | 2 | 1 | -1 | 0 | -1 | 3 | 1 | -2 | 6
COc1ccccc1/C=C/CN1CCCC(CCC(=O)NCc2ccc(F)c(F)c2)C1 (stereo unspecified) | 2 | -5 | -3 | -2 | -7 | -1 | -10 | -9 | 0 | 0

Copied from the list:
CCNc1nc(N)nc(Oc2ccc(C(=O)OC)cc2)n1 @ rCAG RNA binder = 0
CC1CC(CC(=O)NC(=S)Nc2ccccc2Cl)C(=O)O1 (stereo unspecified) @ MBD2 DNA inh = 1

Later entries.
SMILES | mABHD4 FP | NPR1 activator | TCR-CD3 inh | UHRF1 binding | rCAG RNA binder | PRMT1 inh | HTRA1 inh | GC-B act | MBD2 DNA inh | SIAE primary
Cc1cc(C(=O)COC(=O)c2ccc(Br)o2)c(C)n1C | -1 | 4 | -3 | 2 | 8 | -1 | -3 | 1 | -3 | 1
C=CCC[C@H](Cc1ccc(F)cc1)C(=O)OC[C@@H](Cc1c[nH]c2ccccc12)NC(=O)[C@H](CC=C)CC(=O)NCCO | -14 | -4 | 0 | 0 | -7 | 0 | -15 | -2 | -3 | 4
COc1ccccc1N1C(=O)S/C(=C\c2cc(C)n(C)c2C)C1=O | 6 | 4 | -11 | 1 | 5 | 3 | -7 | 8 | 3 | 1
COCCSc1nnc(NC(=O)C2CC(=O)N(c3ccc(OC)cc3)C2)s1 (stereo unspecified) | 0 | 0 | 7 | -1 | -2 | -9 | 9 | -6 | -4 | 3
O=c1c2cc(N3CCOCC3)ccc2[nH]c(=S)n1CCCN1CCCC1 | 1 | 1 | -3 | -5 | 10 | 1 | 7 | -1 | -7 | 9
CCOC(=O)N1CCN(C(=O)/C(=C/c2ccc(OC)c(OC)c2)NC(=O)c2ccccc2)CC1 | 1 | -2 | 4 | -1 | -4 | -2 | 5 | -2 | -3 | 4
OC(Cn1cncn1)c1ccc(Cl)cc1Cl (stereo unspecified) | 0 | -2 | 7 | 0 | 3 | -1 | 2 | 3 | -9 | 2
CCCC1(C(=O)OCC)NC(c2ccc(N(C)C)cc2)C2C(=O)N(c3ccccc3)C(=O)C21 (stereo unspecified) | 0 | -3 | -4 | 3 | 6 | 2 | 1 | -1 | 4 | -5
CC(=O)Nc1ccc(S(=O)(=O)NNC(=O)CCc2ccccc2)cc1 | 3 | 2 | 0 | -2 | 3 | 1 | 6 | -2 | 0 | 1
O=C(NCCCNCCCNC(=O)c1ccccn1)c1ccccn1 | 9 | -4 | 2 | -1 | 4 | 0 | 2 | 4 | -2 | 6

An excerpt from above, showing only TCR-CD3 inh, HTRA1 inh and UHRF1 binding:
smiles	TCR-CD3 inh	HTRA1 inh	UHRF1 binding
COc1ccccc1N1C(=O)S/C(=C\c2cc(C)n(C)c2C)C1=O	-11	-7	1
COCCSc1nnc(NC(=O)C2CC(=O)N(c3ccc(OC)cc3)C2)s1 (stereo unspecified)	7	9	-1

Compounds from the list above with fluorine (6):
SMILES | mABHD4 FP | NPR1 activator | TCR-CD3 inh | UHRF1 binding | rCAG RNA binder | PRMT1 inh | HTRA1 inh | GC-B act | MBD2 DNA inh | SIAE primary
CC1(C)NC(=O)N(CCCCOc2cccc(C(F)(F)F)c2)C1=O | 0 | 0 | -6 | 0 | -8 | 1 | 1 | 1 | 0 | 5
O=S(=O)(Nc1cccc2ncccc12)c1cccc(C(F)(F)F)c1 | -42 | 0 | 20* | -4 | 8 | 1 | -4 | 2 | -10 | 1
O=C(/C=C/c1cccs1)N1CCC2(CC1)Oc1ccc(F)cc1C(=O)C21CC(c2ccc(Cl)cc2)=NO1 (stereo unspecified) | 1 | -2 | -1 | 2 | 6 | -2 | -10 | 6 | 4 | -3
CC1CCCN(Cc2nc3c(c(=O)n(C)c(=O)n3C)n2Cc2c(F)cccc2Cl)C1 (stereo unspecified) | 1 | -5 | 1 | 2 | 1 | 0 | -4 | 0 | -7 | -4
COc1ccccc1/C=C/CN1CCCC(CCC(=O)NCc2ccc(F)c(F)c2)C1 (stereo unspecified) | 2 | -5 | -3 | -2 | -7 | -1 | -10 | -9 | 0 | 0
C=CCC[C@H](Cc1ccc(F)cc1)C(=O)OC[C@@H](Cc1c[nH]c2ccccc12)NC(=O)[C@H](CC=C)CC(=O)NCCO | -14 | -4 | 0 | 0 | -7 | 0 | -15 | -2 | -3 | 4

Next results.
SMILES | mABHD4 FP | NPR1 activator | TCR-CD3 inh | UHRF1 binding | rCAG RNA binder | PRMT1 inh | HTRA1 inh | GC-B act | MBD2 DNA inh | SIAE primary
Cc1ccc(C)n1-c1ccsc1C(=O)CC#N | -7 | 1 | -4 | 4 | 5 | -2 | 1 | -2 | 1 | 3
CCC(=O)Nc1c(C(=O)N2CCN(c3ccccn3)CC2)cnn1-c1ccc(Cl)cc1 | 7 | -5 | 2 | 2 | -6 | -1 | 7 | 4 | 1 | 9
O=C(CCC(=O)OCC(=O)c1ccc(Br)cc1)NC1CCCCC1 | 3 | -3 | 0 | 0 | -5 | -4 | 2 | -1 | -3 | 4
O=C(c1cn(-c2ccccc2)nc1-c1cccnc1)N1CCN(S(=O)(=O)c2ccccc2F)CC1 | -8 | 1 | 5 | 1 | 4 | 0 | 0 | 1 | 2 | -6
COc1ccc(C(=O)N2CCNC(=O)C2CC(=O)Nc2cccc(Cl)c2Cl)cc1 (stereo unspecified) | -8 | 0 | 2 | -2 | -9 | -1 | 5 | -2 | -3 | 9
CN(c1ccccc1)S(=O)(=O)c1ccc(C(=O)N2CCN(c3ccccc3)CC2)cc1 | 7 | 2 | -2 | 0 | 2 | -2 | -5 | 1 | -2 | 2
C/C(=N\N1CCN(Cc2ccc(C)cc2)CC1)c1ccco1 | 5 | 1 | -3 | 3 | -5 | 3 | 0 | 2 | 2 | 4
CN(Cc1cccc(F)c1)C(=O)C1CC(=O)N(Cc2ccco2)C1 (stereo unspecified) | 5 | 1 | 1 | 0 | 6 | 2 | 6 | 1 | 2 | 2
O=C(Nc1ccccc1)c1cccnc1N1CCOCC1 | -5 | -3 | -3 | -3 | 2 | -3 | 0 | 1 | 1 | -7
COc1ccc(CNC(=O)C2CC(=O)N(c3ccc(OCC(=O)N4C(C)CCCC4C)cc3)C2)cc1 (stereo unspecified) | 0 | -3 | 0 | 4 | -4 | 1 | 3 | 5 | 0 | -1
CN1CCN(C(=O)Cn2ncc3c([nH]c4ccccc43)c2=O)CC1 | -6 | 2 | 4 | 23* | 2 | -2 | -2 | 5 | 4 | -4
NNC(=O)C1CCCn2c1nc1sc3c(c1c2=O)CCCC3 (stereo unspecified) | 16 | 0 | -2 | 8 | 10 | 1 | -5 | -2 | 1 | -1
O=C(C1CCN(c2ccc(N3CCOCC3)nn2)CC1)N1CCc2ccccc2C1 | 6 | -1 | -2 | 1 | -6 | 2 | -8 | 2 | -3 | -3
CCCn1cnc2c(c1=O)c1nc3ccccc3nc1n2CCc1ccccc1 | 4 | 15 | 4 | -2 | -3 | 0 | 4 | -3 | 1 | 3
CC(C)CC(=O)N1CCN(Cc2ccccc2Br)CC1 | 5 | 1 | 3 | 1 | -10 | -4 | 3 | 1 | 1 | -2
CCCCSc1nc2ccccc2n1CC(=O)O | 2 | 3 | 6 | -2 | -3 | -1 | 1 | 5 | 4 | 0
O=C(Cc1ccccc1)NS(=O)(=O)c1ccccc1 | 1 | -1 | -1 | -1 | 2 | -4 | / | -1 | 1 | 3
Cc1cc(C(=O)Nc2ccccc2C(=O)O)ccc1NC(=O)COc1ccccc1Cl | -17 | -3 | -4 | 0 | 12 | 3 | -4 | 10 | 3 | 0

Only part of the results is shown; count on the stated rates, not on these rows.
